Screening data (PubChem BioAssay)
Autophagy mod = modulators of autophagy; MEF GFP-LC3 puncta imaging; test concentration mostly 10 µM; calls only at 10 µM (by protocol); hit rate 0.98% among 190,000;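 active = percentage of spot-positive cells more than 3 SD above its plate mean, without a fluorescence outlier flag or 80% toxicity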;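 note: spot-positive cell cutoff set from DMSO-treated cells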
WT yeast gro inh = growth inhibition of WT yeast, mitochondrial fusion screen | AID 1362 | inhibition, % at 10 µM | hit rate 2.1% among 190,000 | mitochondrial fusion phenotypic screen, WT strain; in the data active = inhibition above about 58%; tested in S. cerevisiae
MT stabilize HCS = stabilizes microtubules in HeLa cells | HeLa tubulin immunostaining HCS, 24 h; share of cells brighter than vehicle mean+2SD | % tubulin-high responders, % at 10 µM | hit rate 0.83% among 200,000 | AID 2205;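 active = plate Z-score above 3 for both tubulin-high and condensed-nucleus cell shares, with cell loss under 80%, at 10 µM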;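 note: anti alpha tubulin signal scored within the nucleus-defined area of each cell; some results filed as inactive read as strong as hits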
Yfh1-off respiration = mitochondrial function rescue without frataxin homolog – Friedreich's ataxia, plus single-dose screen, dose response (AID 1465); S. cerevisiae Yfh1-off respiration, WST-1 reduction, 72 h; higher fold induction means a stronger effect; one-dose fold induction at 50 µM; EC50 in µM for titrated hits; hit rate 0.074% among 220,000;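 active = fold induction of absorbance versus untreated yeast above a set limit, then at least 30% activation at any dose in follow-up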;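 note: activators that raise dye reduction in frataxin-depleted yeast; strong numbers were not always called active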
M1AAP inhibition = P. falciparum M1AAP inhibitors, biochemical, fluorogenic H-Leu-NHMec substrate, 1536-well (AID 1445); recombinant M1AAP, H-Leu-NHMec fluorogenic kinetic assay; higher % means a stronger effect; one-dose inhibition, % at 30 µM; IC50 in µM for titrated hits; hit rate 0.42% among 220,000;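 active = primary inhibition above the hit cutoff, then over 50% inhibition at one or more dose response concentrations, cut at about 23% in these data, passing the limit was not always enough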;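 note: plate controls were DMSO full reaction for no effect and no enzyme background for full effect; strong numbers were not always called active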
bCat nuc transl = beta-catenin nuclear translocation modulation; HeLa beta-catenin nuclear translocation, immunofluorescence imaging; nuclear translocation activity, % at 5 µM; hit rate 0.3% among 190,000; AID 1665;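 active = nuclear translocation activity above 50% at 5 µM, with a well cell count of 50 or more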;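 note: per-cell ratio of nuclear to cytoplasmic median beta-catenin stain intensity; plate controls were DMSO negative control for no effect and GSK-3 inhibitor IX positive control for full effect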
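Technique: fluorescence imaging of beta-catenin antibody stain plus DAPI / Material: human HeLa cell line / Incubation: compound treatment 24 h, 37°C, 5% CO2 / Read-out basis: % activation of per-cell nuclear versus cytoplasmic median beta-catenin signal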
T cell HTS = T cell immune modulation candidate. hit rate 0.068% among 330,000. 2C CD8+ T cell-vesicle binding, flow cytometry; hits give low values. calls only at 7 µM;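 active = response, share of CD8 T cells binding vesicles, and their 90th percentile fluorescence all below set limits, cut at about 80% in these data, passing the limit was not always enough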
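incubation = binding step 1.5 h, 37 °C, antibody labelling 20 min, ice | test system = 2C mouse CD8+ T cells | read-out basis = percent CD8+ FL2 mean versus row control | controls = Peptide-free naked vesicles (low) and QL9 vesicles with 0.7% DMSO vehicle (high) | detection = flow cytometry of vesicle-bound cells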
P. falciparum M17LAP = P. falciparum M17LAP inhibitors, primary screen, biochemical, fluorogenic H-Leu-NHMec substrate, 1536-well (AID 1619); recombinant M17LAP, H-Leu-NHMec fluorogenic kinetic assay; higher % means a stronger effect; inhibition, % at 30 µM; hits with a dose series show IC50 in µM; hit rate 0.38% among 220,000;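 active = compound inhibiting the enzyme by more than half at any dose during confirmatory dose-response retesting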;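 note: plate controls were full reaction with DMSO carrier for no effect and no enzyme background for full effect; strong numbers were not always called active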
Dynein cargo inh = dynein cargo transport inhibition. 3617.4 mouse cells, GR-EGFP nuclear translocation imaging; test concentration mostly 20 µM; stimulated with dexamethasone, 1 µM; hits give low values. z-score, hits read low. hit rate 0.47% among 220,000;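 active = plate z-score of nuclear minus cytoplasmic receptor signal below a set negative limit, without overly bright fluorescence or cell loss, cut at about -3.5 in these data, passing the limit was not always enough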;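 note: z-score of nuclear minus cytoplasmic ring GR-EGFP intensity difference per well; some compounds called inactive have numbers as strong as hits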
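medium = tetracycline-free induction medium containing charcoal-stripped FBS | probe or stimulus = dexamethasone, 1.0 µM final | timing = 48 h induction, then 1 h compound, then 30 min agonist, 37 °C | detection = automated 10x imaging of fixed Hoechst-stained cells | read-out basis = nuclear versus cytoplasmic GR-EGFP signal, averaged per well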
WT yeast gro inh mutant strain = recorded beside WT yeast gro inh, whose call it bears; inhibition, %; mitochondrial fusion phenotypic screen, mutant strain inhibition
Dynein cargo inh cytoplasmic EGFP = recorded beside Dynein cargo inh, whose call it bears; z-score; measured here: cytoplasmic GR-EGFP intensity; hits give high values
Dynein cargo inh nuclear GR-EGFP = second read-out of Dynein cargo inh, no call of its own (marks repeat the call); z-score; measured here: nuclear GR-EGFP intensity;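 lower value marks the stronger effect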
Dynein cargo inh cell count = also measured in Dynein cargo inh; calls as there; z-score; measured here: cell count per field
bCat nuc transl cell count 5 µM = recorded beside bCat nuc transl, whose call it bears; cell count; measured here: cell count, cytotoxicity flag
T cell HTS vesicle-bound % = further read-out of T cell HTS, marked with its call; double positive events, %; measured here: CD8+ vesicle-bound cell fraction;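 binding gate set so that unloaded-vesicle control wells show 10% double positive cells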
MT stabilize HCS Hoechst-high % = further read-out of MT stabilize HCS, marked with its call; % Hoechst-high responders; measured here: nuclear condensation Hoechst responders;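 share of cells brighter than vehicle mean plus two SD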
MT stabilize HCS cytotoxicity % = further read-out of MT stabilize HCS, marked with its call; toxicity, %; measured here: cytotoxicity by cell density;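 0% = mean cell density of plate MIN control wells and 100% = no cells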
Autophagy mod cell loss 18 h = second read-out of Autophagy mod, no call of its own (marks repeat the call); toxicity, %; measured here: cell loss, nuclei count;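 cell loss after 18 h compound exposure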
* = called active by the depositor; i = inactive; x = not tested or not shown.

SMILES	Autophagy mod	Autophagy mod cell loss 18 h	WT yeast gro inh	WT yeast gro inh mutant strain	MT stabilize HCS	MT stabilize HCS Hoechst-high %	MT stabilize HCS cytotoxicity %	Yfh1-off respiration	M1AAP inhibition	bCat nuc transl	bCat nuc transl cell count 5 µM	T cell HTS	T cell HTS vesicle-bound %	P. falciparum M17LAP	Dynein cargo inh	Dynein cargo inh cytoplasmic EGFP	Dynein cargo inh nuclear GR-EGFP	Dynein cargo inh cell count
O=C(CSc1nnc(-c2ccco2)n1Cc1ccco1)Nc1ccccc1	i	-3	-8	-6	2.0	2.6	9.1	i	-1%	-3.8	952	i	16	-2%	-0.29	-0.15	0.089	-0.33
O=C(CN1CCCCC1)Nc1cccc2c1OCO2	i	-1	10	23	1.9	2.0	5.2	i	1%	-1.0	1106	i	13	11%	-0.17	-0.11	0.22	0.62
CCCCCNc1nc2ccccc2nc1NS(=O)(=O)c1cccs1	i	37	20	21	1.4	0.6	5.1	i	8%	-0.7	1135	i	33	1%	-0.64	0.077	-0.15	1
Cc1cc(C)n(-c2nc(Nc3ccccc3)nc(-n3nc(C)cc3C)n2)n1	i	19	5	14	2.0	1.4	7.6	i	6%	-1.6	1373	i	12	13%	-0.53	-0.069	-0.33	0.61
Cc1ccc(Cl)cc1NC(=S)NN	x	x	x	x	x	x	x	i	6%	0.0	1310	i	58	7%	1.3	-0.23	0.58	-0.077
COc1ccc(CCc2nnc(CCC(=O)N(C)Cc3ccncc3C)o2)cc1	i	-11	2	-3	2.0	1.8	1.3	i	2%	0.2	960	i	58	4%	-0.67	-0.22	-0.42	0.56
COC(=O)C1=C(C)N(Cc2ccco2)C(=O)N[C@@H]1c1cccc(C(F)(F)F)c1	i	7	-8	-28	2.8	2.3	1.4	x	6%	x	x	i	13	-3%	0.45	-0.24	0.6	0.36
COC(=O)c1[nH]c(C)c(/C(O)=C2\C(=O)C(=O)N(CCN3CCOCC3)C2c2ccccc2OC)c1C (stereo unspecified)	i	18	-13	-24	4.9	3.1	13	i	14%	-7.4	1044	i	55	17%	0.31	-0.14	0.44	-0.47
COc1cc(C(=O)NCCOc2ccccc2C)c(Br)c(OC)c1OC	i	0	-22	4	2.6	2.4	8.8	i	1%	4.8	1095	i	60	-1%	-0.26	-0.16	0.052	-1.5
COc1ccc(-c2cc(C#N)nc(Oc3ccc(Cl)cc3)n2)cc1	i	-1	8	-9	7.4	1.9	8.1	i	6%	-2.2	1091	i	53	1%	-1.2	0.051	-0.84	-0.78
COCCN(CCOC)Cc1cc(=O)oc2cc3c(cc12)CCC3	i	-20	-4	-16	9.2	2.3	5.3	i	7%	-0.5	938	i	20	-8%	1.9	-0.32	1.6	-0.42
CCC(=O)Nc1nc2c(s1)COc1ccccc1-2	i	0	-3	0	8.4	3.8	2.9	i	4%	2.3	1070	i	36	-13%	-0.33	-0.28	-0.19	0.34
COc1ccc(CN2C(=O)CSC2c2ccncc2)cc1 (stereo unspecified)	x	x	x	x	x	x	x	i	3%	-1.6	1125	i	21	-8%	-0.14	-0.12	-0.14	-0.54
COc1cccc(NC(=O)CSc2nnc(-c3ccoc3C)n2CC2CCCO2)c1 (stereo unspecified)	i	-1	5	-6	3.5	2.1	11	i	5%	0.6	1368	i	22	-8%	1.2	0.021	0.55	-1.6
COCCN(C(=O)CSc1nc2ccc(C)cc2[nH]1)c1c(N)n(Cc2ccccc2)c(=O)[nH]c1=O	i	6	9	8	1.7	0.6	12	i	6%	-1.8	1079	i	51	7%	0.63	-0.31	1.2	-0.46
COc1ccc(-c2noc(COc3ccc4ccccc4c3Br)n2)cc1OC	i	1	16	20	2.0	2.3	3.4	i	3%	-1.8	1091	i	35	7%	-0.27	-0.21	0.1	-0.35
CCOC(=O)c1sc(NC(=O)C(CC)Sc2nc3ccccc3[nH]2)nc1C (stereo unspecified)	i	-14	x	x	3.2	1.7	8.9	i	x	x	x	i	24	x	-1	-0.23	-0.35	-0.67
CC(C)CCNC(=O)Cn1c2c(c(-c3ccccc3Cl)cc1=O)CCC2	i	6	-9	-7	3.5	3.4	8.4	i	4%	0.8	1108	i	20	4%	-0.18	-0.21	-0.077	-0.051
Cc1ccc(NC(=O)C(NC2CCCC2)c2ccccc2)cc1Cl (stereo unspecified)	i	28	15	19	1.8	2.7	8.3	i	1%	1.1	1115	i	57	-4%	-0.79	-0.22	-0.27	0.39
COc1ccccc1CNC(=O)CSc1ccccc1	i	4	-6	-1	2.3	1.0	5.3	i	-1%	-3.4	1125	i	24	4%	-0.061	-0.31	0.16	0.67
C(=N\N1CCN(C2c3ccccc3-c3ccccc32)CC1)/c1cccnc1	i	9	40	-3	2.1	1.6	3.0	i	-18%	-1.5	1399	i	10	1%	0.34	-0.2	-0.11	0.038
Nc1ccc(S(=O)(=O)C(F)(F)F)cc1N	i	-7	8	10	6.7	2.2	4.6	i	0%	1.0	1158	i	42	-2%	-0.5	-0.18	0.011	-0.95
CN(C)c1nc(SCc2ccc(Cl)cc2)nc2c1CCCC2	i	-7	52	-4	2.4	1.5	11	i	-1%	-1.8	1065	i	43	-1%	-0.2	-0.13	-0.55	0.27
CCn1nnnc1SCC(=O)Nc1ccc(OCc2ccccc2)cc1	i	-11	-20	-4	4.4	1.8	4.9	x	8%	-0.1	1146	i	35	5%	1.4	-0.18	0.89	-0.71
CN(CC1CCCO1)S(=O)(=O)c1ccc(C(=O)Nc2nc(-c3ccccn3)cs2)cc1 (stereo unspecified)	i	33	12	-3	6.7	1.3	15	i	-4%	-1.1	1119	i	44	-6%	-0.43	-0.25	-0.11	0.32

Next records.
SMILES	Autophagy mod	Autophagy mod cell loss 18 h	WT yeast gro inh	WT yeast gro inh mutant strain	MT stabilize HCS	MT stabilize HCS Hoechst-high %	MT stabilize HCS cytotoxicity %	Yfh1-off respiration	M1AAP inhibition	bCat nuc transl	bCat nuc transl cell count 5 µM	T cell HTS	T cell HTS vesicle-bound %	P. falciparum M17LAP	Dynein cargo inh	Dynein cargo inh cytoplasmic EGFP	Dynein cargo inh nuclear GR-EGFP	Dynein cargo inh cell count
CCOC(=O)C1CCN(C(=O)C2c3ccccc3C(=O)N(C)C2c2ccc(OC)cc2)CC1 (stereo unspecified)	i	-2	0	-14	2.8	1.0	12	i	1%	-0.3	1071	i	9	12%	3.6	-0.27	2.5	-1.6
Cc1ccsc1/C=N/NC(=S)NCc1ccccc1	i	-11	23	20	4.1	3.3	4.0	i	8%	-1.5	1090	i	42	-3%	0.28	-0.11	0.52	-1.7
Cc1ccc(C(=O)CCNc2ccccc2)o1	i	0	5	10	1.3	2.5	12	i	2%	-0.7	1203	i	50	5%	-0.25	-0.16	0.13	0.98
COc1cc(/C=C/C(=O)c2ccc(C)c([N+](=O)[O-])c2)cc(OC)c1O	i	6	-11	-7	4.1	2.8	0.5	i	6%	29	465	i	37	-9%	-3.8*	0.12*	-1.3*	0.37*
O=C(N[C@@H](Cc1ccccc1)C(=O)O)c1cccnc1	x	x	9	7	3.2	3.0	11	i	2%	x	x	i	19	-3%	-0.31	-0.23	-0.15	0.29
Nc1nc2ccc(C(=O)NC3CCCCC3)cc2s1	i	0	14	17	4.1	2.2	6.3	i	2%	-7.3	984	i	20	9%	1	-0.11	0.94	-0.099
CN1C(=O)c2oc3ccccc3c(=O)c2C1c1ccccn1 (stereo unspecified)	i	6	-15	-46	3.0	0.3	25	i	0%	-0.4	1103	i	58	-2%	0.16	-0.28	0.044	0.57
C/C(Cc1ccccc1)=N\NC(=O)CCCCCC(=O)N/N=C(\C)Cc1ccccc1	i	0	-45	-11	3.8	1.1	6.3	i	1%	x	x	i	44	11%	2.8	-0.2	0.1	-2.4
O=C(NC(=S)Nc1ccccc1[N+](=O)[O-])c1ccccc1Cl	x	x	x	x	x	x	x	i	13%	-1.0	1366	i	34	12%	-0.8	-0.18	-0.35	-1.2
CNc1nc(N)c(C(=O)C(C)(C)C)s1	i	3	20	-4	0.2	1.5	4.1	i	6%	0.1	1048	i	12	6%	0.083	1.6	0.46	0.8
CCC(C)OC1OC(CO)C(O)C(O)C1NC(C)=O (stereo unspecified)	i	23	8	7	6.1	1.5	8.4	i	1%	-2.8	1098	i	50	-3%	0.81	0.44	0.6	0.2
CCc1nc2scc(-c3ccccc3)c2c(=O)n1N	i	0	-41	-12	1.0	1.6	16	i	2%	x	x	i	57	7%	-0.26	-0.16	0.007	0.3
O=C(NCc1ccccc1)c1cnc(-c2ccccn2)nc1C(F)(F)F	i	-6	-14	-17	1.0	0.9	6.5	i	6%	-0.5	1191	i	11	6%	-0.35	-0.14	-0.024	0.42
